GLP1R cytotox: cytotoxic in the GLP-1 receptor inverse agonist counter-screen; HEK293 cAMP-luciferase reporter cells, luminescence, 24 h; Potency, µM (top dose mostly 38.3 µM), without a hit: top-dose activity change, negative = inhibition, usual class: inhibitors; hit rate 0.13% among 410,000;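 note: loss of luciferase light is scored as toxicity; potency is the fitted concentration of half-maximal effect; % is set by controls: 0 for no effect and ±100 for the full control effect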
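Cells in DMEM/10% Nu serum/1% pen-strep, 1536-well format. Pre-incubated 12 h, dosed with 23 nL compound, incubated a further 24 h. Luciferase detection, 12 min at room temp, luminescence.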
GLP-1R agonist: GLP-1 receptor (human) agonism | hit rate 0.007% among 380,000 | Potency, µM (titrated, usually from 45.6 µM), inactives show top-dose activation, most hits filed as activators | HEK293 GLP-1R CRE-luciferase, luminescence, 4-6 h; cells express a hypersensitive GLP-1R form | AID 624172; note: potency is the fitted concentration of half-maximal effect; % of control where 0% means no effect
PLK1 PBD block: inhibitors of human PLK1 polo-box domain binding. AID 720504. hit rate 2.8% among 360,000. Plk1 PBD binding of FITC phosphopeptide, fluorescence polarization. P53350. Potency, µM, without a hit: max response, negative = inhibition, hits mostly inhibitors; note: potency is the fitted concentration of half-maximal effect; series mostly up to about 57 µM; % is set by controls: 0 for no effect and ±100 for the full control effect; nearly all actives have a fitted effect of over 65% in size
Target sequence (P53350 whole entry, looked up, the tested form may be a part): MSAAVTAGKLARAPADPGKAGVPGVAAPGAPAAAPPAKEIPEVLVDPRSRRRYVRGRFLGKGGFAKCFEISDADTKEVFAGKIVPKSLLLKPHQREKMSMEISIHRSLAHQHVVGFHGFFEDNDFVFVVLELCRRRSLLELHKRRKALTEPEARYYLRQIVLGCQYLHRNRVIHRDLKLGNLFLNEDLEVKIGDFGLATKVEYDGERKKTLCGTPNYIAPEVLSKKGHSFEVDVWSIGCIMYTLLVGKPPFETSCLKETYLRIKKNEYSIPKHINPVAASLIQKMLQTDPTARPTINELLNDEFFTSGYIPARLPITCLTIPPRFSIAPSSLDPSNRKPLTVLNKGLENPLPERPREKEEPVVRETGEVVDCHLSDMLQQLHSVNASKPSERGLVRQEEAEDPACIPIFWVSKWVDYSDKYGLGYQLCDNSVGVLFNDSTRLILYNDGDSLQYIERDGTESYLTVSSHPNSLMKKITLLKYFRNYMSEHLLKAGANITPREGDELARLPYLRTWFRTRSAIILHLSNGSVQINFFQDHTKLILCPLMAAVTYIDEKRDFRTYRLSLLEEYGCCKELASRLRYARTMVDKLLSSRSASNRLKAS
D3 ag: D3 dopamine receptor (human) agonism. P35462. D3R DiscoveRx beta-arrestin cells, luminescence, 90 min. hit rate 0.58% among 410,000. max activation, %; in the data active = max activation above about 30%; note: 0% is about no effect; mostly tested at two doses, the higher about 12 µM
Target sequence (P35462 whole entry, looked up): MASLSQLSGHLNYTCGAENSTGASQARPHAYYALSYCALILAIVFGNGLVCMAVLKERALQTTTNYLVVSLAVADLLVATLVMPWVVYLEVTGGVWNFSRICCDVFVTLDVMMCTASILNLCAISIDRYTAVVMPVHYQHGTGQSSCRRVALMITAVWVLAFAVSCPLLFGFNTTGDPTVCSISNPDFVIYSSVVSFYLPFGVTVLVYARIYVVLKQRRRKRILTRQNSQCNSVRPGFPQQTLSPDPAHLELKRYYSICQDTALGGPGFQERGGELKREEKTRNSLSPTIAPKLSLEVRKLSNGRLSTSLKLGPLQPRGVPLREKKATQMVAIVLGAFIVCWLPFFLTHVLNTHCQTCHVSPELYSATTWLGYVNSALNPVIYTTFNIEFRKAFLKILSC
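Cells at 1500/well, incubated overnight, then treated with pinned compounds (dopamine as control) for 90 min at 37 degrees C. DiscoveRx reagent added for 30 - 60 minutes at room temperature; luminescence read.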
WRN helicase inh: blocks human WRN helicase; WRN helicase unwinding, fluorescent forked duplex, kinetic; Potency, µM (doses to about 114 µM), for the others: at the highest dose activity change, negative = inhibition, hits mostly inhibitors; hit rate 0.46% among 360,000; AID 651768; note: potency is the fitted concentration of half-maximal effect; % is set by controls: 0 for no effect and ±100 for the full control effect; nearly all actives have a fitted effect of over 55% in size
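Screening of the MLSMR collection measured strand separation of a quenched forked DNA duplex (100 nM) by 20 nM WRN with 2 mM ATP, all final. Compounds were preincubated with enzyme 15 min at room temperature.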
IL-2 act: activates IL-2 in a cell-based reporter assay; IL-2 activation reporter assay, cell-based qHTS; stimulated with anti-CD3/CD4/CD28 beads; in transgenic mouse T cells; activation, % (series mostly up to about 46 µM); hit rate 0.065% among 360,000; in the data active = activation above about 50%; inconclusive = mostly about 30% to 49%; note: 0% is about no effect
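Screening format: compound pinned onto unstimulated transgenic mouse T cells, 60 min incubation, then anti-CD3/anti-CD4/anti-CD28 bead stimulation for 18 hours at 37 degrees C, followed by EGFP and DsRed detection.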
GLP1R inv ag: inverse agonists of human GLP-1 receptor. hit rate 1.6% among 410,000. AID 624417. Potency, µM (series often up to 38.3 µM), inactives show at the highest dose activity change, negative = inhibition, usual class: inhibitors. P43220. HEK293 GLP-1R CRE-luciferase, luminescence, 24 h; GLP-1R form is constitutively active; note: potency is the fitted concentration of half-maximal effect; % is set by controls: 0 for no effect and ±100 for the full control effect; nearly all actives have a fitted effect of over 55% in size
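Readout was luciferase luminescence, measured 12 min after detection reagent at room temperature. Beforehand, GLP-1R reporter HEK293 cells had sat 12 h, then received compounds for 24 hr at 37 deg C.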
DRD3 antagonist: antagonists of human D3 dopamine receptor. AID 652054. hit rate 2.5% among 360,000. P35462. D3R cells, DiscoveRx beta-arrestin luminescence, antagonist mode; stronger effect = lower value. max response, negative = inhibition, %; in the data active = max response below about -50%; inconclusive = no clear call, values can overlap the other calls; note: % is set by controls: 0 for no effect and ±100 for the full control effect; mostly tested at two doses, the higher about 12 µM
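Cells plated overnight at 1500 cells/well, then exposed to library compounds with dopamine controls for 90 minutes at 37 degrees C. DiscoveRx reagent added for 30–60 minutes at room temperature; luminescence read, quantitative HTS format.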
PI5P4Ka inh: inhibitors of human PI5P4K alpha; PI5P4Kalpha enzyme, ADP-Glo luminescence, 60 min; stronger effect = lower value; max response, %; hit rate 1.2% among 330,000; AID 652105; active = max response of -50% or lower; inconclusive = between -30% and -50%; inactive = -30% or higher; note: value at the top dose of about 77 µM; % is set by controls: 0 for no effect and ±100 for the full control effect
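Controls without substrate or without enzyme flank wells where PI5P4Kalpha converts substrate using 5 microM ATP (final). Incubation lasts 60 minutes at room temperature; ADP formed is read by ADP-Glo luminescence.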
Numbers without * were called inactive; ? = inconclusive; · = no result given; [ ] = dose if it differs, or a comment. Unless noted, calls come from the whole dose curve; as a rule, active = well fitted curve in the direction sought with a large enough effect; inconclusive = small, poorly fitted or top-dose-only effect, or another doubt; inactive = no such curve, though single readings can be large; an effect the other way counts as inactive or inconclusive. The list is partial, so the mix of outcomes need not match the whole.

Screens in order – IL-2 act	GLP1R inv ag	D3 ag	PI5P4Ka inh	DRD3 antagonist	PLK1 PBD block	GLP-1R agonist	WRN helicase inh	GLP1R cytotox
COc1ccc(OC)c(NC(=O)N2C[C@H]3C[C@@H](C2)c2cccc(=O)n2C3)c1
 : -0.1	6%	0	1	2	0%	5%	7%	1%
Cc1ccc(C)c(NC(=O)C(Sc2nc3ccc(C)cc3[nH]2)c2ccccc2)c1 (centres undefined)
 : -2.5	3.2µM*	-8	11	7	2%	1%	-4%	?
CCCCOP(=O)(OCCCC)C(Nc1ccc(C(=O)OCC)cc1)c1ccncc1 (centres undefined)
 : -0.4	?	-6	5	-16	-7%	12%	1%	-12%
Cn1cc(/C=N/n2cnc3scc(-c4ccccc4)c3c2=O)c2ccccc21
 : 0.1	5µM*	1	0	11	-2%	-8%	4%	?
CCN1CCc2ccccc2C1
 : 0.4	4%	-15	1	?	-9%	0%	5%	14%
CC1CN=C(Nc2ccc(F)c(Cl)c2)S1 (centres undefined)
 : -0.3	?	-7	-5	?	-20%	24%	7%	3%
O=C(Cn1c2c(c(-c3ccccc3Cl)cc1=O)CCC2)N1CCC2(CC1)OCCO2
 : 0.8	?	4	0	14	-7%	-9%	-6%	-21%
COc1cc2c3c(c1OC)Oc1ccc(cc1)C[C@H]1c4c(cc(OC)c(OC)c4Oc4ccc(cc4)C[C@@H]3N(C)CC2)CCN1C
 : -0.5	?	-44	-92*	-25	-5%	0%	2%	?
CCCCCC1(C(C)C)C(=O)NC(=S)NC1=O
 : -3.2	-30%	4	14	0	0%	-3%	-1%	-28%
O=c1[nH]c(=O)n(Cc2ccc(F)cc2)c(O)c1C=NCc1cccnc1
 : 1.6	0%	-2	·	-30	5%	1%	-8%	-10%
FC(F)Oc1ccc(NC(=S)NNc2ccnc3cc(Cl)ccc23)cc1
 : 8.6	?	-9	-29	-28	-20%	2%	-32%	?
Cc1cc(OCC(=O)N2CCC(C(=O)O)(c3ccccc3)CC2)c2c(C)c(C)c(=O)oc2c1
 : 0.9	4%	-21	3	0	-3%	-2%	-3%	6%
Cc1cccc(C)c1-n1nnnc1C(c1ccccc1OC(F)(F)F)N1CCC(n2c(=O)[nH]c3ccccc32)CC1 (centres undefined)
 : -1.0	33%[activator]	8	10	9	7%	-2%	-12%	5%
CC(C)N=C(NC(C)C)N1CC1
 : -2.7	-15%	6	1	6	10%	-3%	6%	-8%
O=c1c2ccccc2[nH]c(=S)n1-c1cccnc1
 : -2.9	4%	-14	2	-12	-1%	-5%	-6%	-3%
CCCCCn1c(=O)c(C(=O)NCc2ccco2)c(O)c2ccccc21
 : 4.1	-13%	10	2	16	-2%	4%	-1%	-18%
COC12c3ccccc3-c3ccccc3C1C(C(=O)O)C2C(=O)O (centres undefined)
 : 1.2	16%	-2	-4	?	-3%	-5%	-2%[57.1 µM]	-2%
N=c1c2c(-c3ccccc3)c(-c3ccccc3)n(Cc3ccco3)c2ncn1CCCN1CCOCC1
 : -4.5	?	-2	-5	-7	25%	1%	-23%	?
O=C(CN1C(=O)CCSc2ccccc21)N1CCC2(CC1)OCCO2
 : 1.0	3%	0	·	16	-3%	-13%	-1%	-2%
c1ccc(-c2ccc(CN3Cc4ccccc4-n4nncc4C3)cc2)cc1
 : -2.5	22%	6	3	10	0%	-1%	-3%	3%

Some of the entries so far, as labelled records.
mol: COC12c3ccccc3-c3ccccc3C1C(C(=O)O)C2C(=O)O (centres undefined)
  IL-2 act: 1.2 | GLP1R inv ag: 16% | D3 ag: -2 | PI5P4Ka inh: -4 | DRD3 antagonist: ? | PLK1 PBD block: -3% | GLP-1R agonist: -5% | WRN helicase inh: -2%[57.1 µM] | GLP1R cytotox: -2%
mol: N=c1c2c(-c3ccccc3)c(-c3ccccc3)n(Cc3ccco3)c2ncn1CCCN1CCOCC1
  IL-2 act: -4.5 | GLP1R inv ag: ? | D3 ag: -2 | PI5P4Ka inh: -5 | DRD3 antagonist: -7 | PLK1 PBD block: 25% | GLP-1R agonist: 1% | WRN helicase inh: -23% | GLP1R cytotox: ?

(further entries)
Screens in order – IL-2 act	GLP1R inv ag	D3 ag	PI5P4Ka inh	DRD3 antagonist	PLK1 PBD block	GLP-1R agonist	WRN helicase inh	GLP1R cytotox
C/C(=N\NC(=O)c1ccccc1)c1c(O)n(C2CCCCC2)c(=O)[nH]c1=O
 : 0.3	-18%	0	-51*	-14	-1%	-8%	-10%	7%
CC1=C(C(=O)O)N2C(=O)C(NC(=O)c3nn(C)cc3[N+](=O)[O-])C2SC1 (centres undefined)
 : 0.4	22%	16	-17	-22	34µM*	0%	-11%	-7%
CCC(c1nnnn1Cc1ccccc1)N1CCC(n2c(=O)[nH]c3ccccc32)CC1 (centres undefined)
 : -0.4	?	-4	-1	19	-2%	-6%	-3%	?
CCCNc1oc(-c2cccc3ccccc23)nc1C#N
 : 3.7	26%	-25	·	-13	-7%	2%	4%	251%[activator]
COc1cc2[nH]c(=S)n(-c3ccccc3)c(=O)c2cc1OC
 : -0.1	10%	11	-2	-4	-3%	3%	-13%	-26%
CCN(CC)CCN=C(C)c1c(O)n(-c2ccccc2OC)c(=O)[nH]c1=O
 : -0.3	5%	-3	-2	-28	-8%	4%	8%	65%[activator]
CN(C)P(=O)(C(Cl)=C(N1CCCCC1)N1CCCCC1)N(C)C
 : -1.3	7%	1	·	-1	-16%	-6%	0%	-12%
COc1ccccc1OC(C)C(=O)N1CCC(Cc2ccccc2)CC1 (centres undefined)
 : -0.7	?	-4	0	-21	-18%	9%	0%	-3%
Cc1ccc(-c2cc(-c3ccccc3)cc(-c3ccccc3)[n+]2-c2ccccc2)cc1
 : -0.7	?	11	-10	-13	-24%	-10%	4%	?
CCOP(=O)(OCC)C(NC(=O)C(Cl)Cl)C(Cl)(Cl)Cl (centres undefined)
 : -0.5	0%	2	6	-29	-2%	12%	-17%	-8%
O=c1c2ccccc2nc(-c2ccco2)n1-c1ccc(Br)cn1
 : -2.4	-13%	8	·	?	2%	0%	-10%	5%
CCOc1ccc2nc(NC(=O)c3cccn(Cc4ccccc4Cl)c3=O)sc2c1
 : ·	0%	3	·	·	·	0%	·	1%
Cc1ccc(S(=O)(=O)Nc2cc(C(=O)N3CCC4(CC3)OCCO4)ccc2N2CCCCC2)cc1
 : 0.5	?	-7	-2	-54*	-8%	-1%	-8%	0%
Cc1cc(N(CCCl)CCCl)ccc1/C=N/NC(=O)c1ccco1
 : 0.4	-42%	-7	-5	-3	2%	15%	-10%	-19%
CC1CN(C(=O)CCC(=O)N2CCC3(CC2)OCCO3)c2cc(Cl)ccc2O1 (centres undefined)
 : -2.4	-21%	5	0	15	-20%	-6%	-6%	3%
O=C(c1ccc(N2CC3CC(C2)c2cccc(=O)n2C3)c([N+](=O)[O-])c1)N1CCCC1 (centres undefined)
 : 0.1	4%[0.307 µM]	-2	-4	10	-1%	2%	4%	-1%[0.307 µM]
O=C(N/N=C/C1C(=O)NC(=S)N(c2ccccc2)C1=O)c1cc(Br)c(O)c(Br)c1 (centres undefined)
 : -1.5	-3%	1	-96*	-8	3.4µM*	-3%	79µM*	5%
CCOC(=O)C1(c2ccccc2)CCN(CC(=O)Nc2cccc3ccccc23)CC1
 : 0.9	?	10	-4	1	-3%	3%	3%	-2%
CCc1ccc(CNC(=O)c2ccc3c(c2)N=C(C)c2cc(C)ccc2S3)cc1
 : ·	?	-17	·	·	·	-2%	·	-46%
Cn1c(O)c(C(=O)c2ccccc2)c(=O)n(C)c1=O
 : 0.3	1%	-3	-11	16	-8%	0%	-11%	10%
CC1CCN2c3nc4ccccn4c(=O)c3CC3(C(=O)N(C)C(=O)N(C)C3=O)C2C1 (centres undefined)
 : -3.8	0%	-13	·	33	3%	2%	-7%	3%
O=C(c1cc([N+](=O)[O-])ccc1N1CCNCC1)N1CCOCC1
 : 0.9	15%	2	4	7	-3%	-1%	3%	-18%
COC(=O)c1ccc(NC(=O)NC(=O)Oc2ccccc2)cc1
 : 1.9	1%	1	0	-11	?	-5%	0%	17%
CCOP(=O)(OCC)c1cc(CC)ccc1O
 : 1.9	18%	-10	1	-2	5%	2%	4%	-5%
FC(F)(F)c1nnc(-c2ccccc2)nc1Sc1ccccc1
 : -1.7	?	-10	22	?	-20%	-41%	-12%	?
CCN(CC)CCNCc1nc2ccccc2c(=O)n1-c1ccc(F)cc1
 : -0.9	0%	-6	-7	38	-5%	-5%	-3%	0%
CC(=O)Nc1ccc(C(c2c(O)c3ccccc3oc2=O)c2c(C)n(C)n(-c3ccccc3)c2=O)cc1 (centres undefined)
 : -0.4	-1%	7	0	6	-14%	-3%	-7%	-3%
CN(CC1COc2ccccc2O1)c1nc(-c2cccnc2)nc2ccccc12 (centres undefined)
 : -0.5	?	11	9	0	-1%	?	-23%	?
COc1cccc(Cn2c(=O)oc3ccccc32)c1
 : -0.3	?	-10	-1	-3	0%	18%	-2%	3%
COCCCn1c(N)c(C(=O)Nc2ccccc2)c2nc3ccccc3nc21
 : -0.2	?	-5	42	36	-2%	7%	-19%	45%[activator]
Cn1nc(C(C)(C)C)cc1C(=O)N1CCCCC1c1cc(C(=O)Nc2ccc(F)c(Cl)c2)no1 (centres undefined)
 : -0.9	10µM*	0	7	-7	-17%	-7%	-8%	1%
O=C1CC(=O)N(c2cccc(Br)c2)C(=O)N1
 : -0.2	-7%	-10	-12	4	-25%	1%	-29%	-2%
CCOc1cc(/C=C2/C(=O)NC(=O)N(c3ccc(CC)cc3)C2=O)ccc1OC(=O)c1cccs1
 : 0.5	9%	-4	-70*	-10	6µM*	4%	50µM*	1%
Cc1ncoc1C(=O)NCC1=C(c2cccc3ccccc23)C[C@@H]2CC[C@H]1N2Cc1ccco1
 : 0.8	?	-2	7	11	-2%	-3%	-5%	19%
C=CC(=O)Nc1ccc(Nc2ccnc(Nc3ccc(N4CCN(C)CC4)cc3)n2)cc1
 : -0.5	?	-18	-69*	0	-3%	7%	50µM*	10µM*
Cn1cc(C=C(C#N)C#N)c2ccccc21
 : 0.1	20%	5	-1	-8	16%	1%	8%	-12%
CCOC(=O)c1ccccc1NC(=O)c1c(O)[nH]c(=O)[nH]c1=O
 : -0.3	9%	-14	-16	-17	-15%	-1%	12%	6%
Cc1ncoc1C(=O)NCC1=C(c2ccc(S(C)(=O)=O)cc2)C[C@@H]2CC[C@H]1N2CCOc1ccccc1
 : 0.2	5%	-7	7	0	-13%	5%	-4%	-1%
